CHO parental Ca – signal in parental CHO cells, OX1R antagonist counter-screen; parental CHO-K1, ATP-induced calcium, Fluo-8 fluorescence; inhibition, % at 5.6 µM; 330,000 compounds, 0.63% hits;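 active means inhibition above that plate's mean sample inhibition plus 3 SD, cut at about 26% in these data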;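 further: 0% = ATP-challenged DMSO wells and 100% = DMSO wells without ATP; some compounds past the cut are filed as inactive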
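Assay system: untransfected parental CHO cell line. Also added: ATP agonist challenge. Dosing: one dose, 5.6 µM nominal. Measured by: Fluo-8 fluorescence. Read-out: % inhibition. Benchmarks: ATP wells versus no-ATP DMSO wells. Repeats: no replicates.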
M1 ag parental – nonselective activator or artifact in parental CHO-K1 cells. Fluo-8 calcium fluorescence; scaled to maximal ATP response, vehicle zero. activation, % at 3 µM. 360,000 compounds, 0.48% hits. AID 602248; in the data active means activation above about 15%;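 further: untransfected CHO-K1 host cells lacking M1 receptor as counterscreen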
M1 ag – human M1 muscarinic receptor agonism; 360,000 compounds, 0.33% hits; CHO-K1 hM1, Fluo-8 calcium fluorescence, agonist mode; 0% DMSO, 100% acetylcholine EC100; P11229; AID 588814; activation, % at 3 µM;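 active means activation above the run's mean compound activation plus 3 SD, cut at about 16% in these data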;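 further: peak over basal fluorescence ratio within a 140 s kinetic read after compound addition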
Target sequence (P11229 whole entry, looked up): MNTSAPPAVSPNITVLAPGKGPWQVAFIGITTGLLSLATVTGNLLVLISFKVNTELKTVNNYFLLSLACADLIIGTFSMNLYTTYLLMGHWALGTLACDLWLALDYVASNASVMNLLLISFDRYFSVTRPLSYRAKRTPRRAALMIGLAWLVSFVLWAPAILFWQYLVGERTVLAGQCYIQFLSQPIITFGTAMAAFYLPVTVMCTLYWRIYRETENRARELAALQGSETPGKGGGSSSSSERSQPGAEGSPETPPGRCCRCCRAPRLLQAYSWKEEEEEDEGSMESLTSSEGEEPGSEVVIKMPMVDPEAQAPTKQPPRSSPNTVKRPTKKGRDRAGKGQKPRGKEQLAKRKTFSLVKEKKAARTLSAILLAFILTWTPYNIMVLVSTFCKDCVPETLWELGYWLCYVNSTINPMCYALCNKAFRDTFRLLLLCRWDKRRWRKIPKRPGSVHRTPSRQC
CHO-K1 Ca antag – counter-screen for M1 antagonists: effect in parental CHO-K1 cells. ATP-induced calcium, Fluo-8 fluorescence. AID 602250. inhibition, % at 3 µM. 360,000 compounds, 0.6% hits;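 active means inhibition above a per-plate cutoff, the plate's mean sample inhibition plus 3 SD, cut at about 24% in these data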;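 further: 0% = DMSO plus EC80 ATP and 100% = DMSO alone without ATP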
CHO-K1 Ca PAM – M1 PAM counterscreen hit in parental CHO-K1 cells | 360,000 compounds, 0.02% hits | ATP EC20, Fluo-8 calcium fluorescence; 0% at ATP EC20, 100% at ATP max | activation, % at 3 µM;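 active means activation above the run cutoff, the mean activation of all test compounds plus 3 SD, cut at about 40% in these data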;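 further: peak over basal fluorescence ratio in a 140 s read after ATP addition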
TAAR1 antagonist – antagonists of human TAAR1 | CHO RD-HGA16 TAAR1, Fluo-8 calcium fluorescence, antagonist | 360,000 compounds, 1.5% hits | inhibition, % at 3 µM | Q96RJ0 | AID 624466;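 active means inhibition above a per-plate cutoff, the mean inhibition of test compounds on that plate plus 3 SD, cut at about 49% in these data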;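 further: 0% = DMSO plus EC80 beta-PEA response and 100% = DMSO alone without agonist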
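Test system: RD-HGA16 CHO cells with stable hTAAR1 and Gα16 / Probe or stimulus: EC80 β-phenethylamine stimulus / Times: seeding 17-24 h prior, 75-min 37 °C, 30-min RT dye loading / Detection: Fluo-8 calcium-sensitive fluorescence / Read-out basis: % inhibition scaled between DMSO and EC80 PEA controls / Repeats: singlicate, one well per test compound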
V1aR counter – counter-screen for oxytocin receptor agonists: human V1a receptor agonists. P37288. CHO-V1R cells, Fluo-8 calcium fluorescence, agonist mode; 0% DMSO, 100% 3 nM vasopressin. activation, % at 3 µM. 320,000 compounds, 0.25% hits. AID 2797;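 active means activation above the mean activation of all tested compounds plus 3 SD, per screening run, cut at about 20% in these data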;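 further: signal is peak over basal fluorescence ratio across a 100 second FLIPR read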
Target sequence (P37288 whole entry, looked up): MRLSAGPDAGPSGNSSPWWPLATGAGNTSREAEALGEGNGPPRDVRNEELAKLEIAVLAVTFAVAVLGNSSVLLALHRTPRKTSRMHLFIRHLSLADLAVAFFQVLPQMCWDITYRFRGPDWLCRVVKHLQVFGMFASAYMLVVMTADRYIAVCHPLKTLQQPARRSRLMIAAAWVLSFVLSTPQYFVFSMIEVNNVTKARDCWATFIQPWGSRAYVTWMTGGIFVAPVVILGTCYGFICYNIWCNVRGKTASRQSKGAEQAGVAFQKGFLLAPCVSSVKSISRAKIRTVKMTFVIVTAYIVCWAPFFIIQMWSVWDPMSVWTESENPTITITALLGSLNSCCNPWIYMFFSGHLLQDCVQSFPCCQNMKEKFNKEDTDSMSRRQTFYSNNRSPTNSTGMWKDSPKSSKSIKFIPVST
TAAR1 ag – human TAAR1 agonism | CHO RD-HGA16 TAAR1, Fluo-8 calcium fluorescence; vehicle wells 0%, saturating PEA agonist 100% | activation, % at 3 µM | 360,000 compounds, 0.99% hits | AID 624467;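 active means activation above the mean activation of all test compounds in the run plus 3 SD, cut at about 38% in these data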
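Assay system – CHO-derived RD-HGA16 cells with stable Gα16 and human TAAR1 · Compound dosing – one-point dosing at 3 µM (nominal) · Incubation – 17-24 h seeding, 75 min 37 °C dye, 30 min RT · Measured by – kinetic Fluo-8 calcium fluorescence · Control set – DMSO vehicle as 0%, PEA at EC100 as 100% · Repeats – single well for each compound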
OXTR potentiate – potentiators of human oxytocin receptor. CHO-OTR cells, Fluo-8 calcium fluorescence, potentiator mode; 0% = oxytocin EC15, 100% = EC100. activation, % at 3 µM. 320,000 compounds, 0.061% hits;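 active means activation above that plate's cutoff, the mean activation of tested compounds plus 3 SD, cut at about 6.6% in these data, passing the limit was not always enough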;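 further: 100% uses oxytocin at 75 nM as the full agonist control; some results filed as inactive read as strong as hits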
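Measured by – Fluo-8 calcium dye fluorescence · Test system – human OTR in CHO cells · Dosing – one concentration, 3.0 µM compound · Controls – EC15 oxytocin alone as 0%, 75 nM oxytocin as 100% · Evaluation – normalized max/min fluorescence ratio, % activation · Timing – 6 min pre-incubation, 100 s read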
* hit, by the source's call.

How did CCCC(=O)N1CCN(Cc2nc3cc([N+](=O)[O-])ccc3n2C)CC1 do in these assays?
CHO parental Ca: -8; M1 ag parental: 0.3; M1 ag: -10; CHO-K1 Ca antag: -13; CHO-K1 Ca PAM: 5; TAAR1 antagonist: -2; V1aR counter: 0.3; TAAR1 ag: -2; OXTR potentiate: -7

How did CCOc1ccc2nc(S(=O)(=O)NC(=O)C3(C)CCN3C(=O)c3c(C)noc3C)sc2c1 (centres undefined) do in these assays?
M1 ag parental: 0.3; M1 ag: 1; CHO-K1 Ca antag: -13; CHO-K1 Ca PAM: 11; TAAR1 antagonist: 8; TAAR1 ag: 1

Results for Cc1nc(NCCc2ccccc2)c2nnn(Cc3ccccc3Cl)c2n1 ?
CHO parental Ca: -8; M1 ag parental: 0.7; M1 ag: -3; CHO-K1 Ca antag: -1; CHO-K1 Ca PAM: 9; TAAR1 antagonist: 79*; V1aR counter: 1.2; TAAR1 ag: 86*; OXTR potentiate: -2

How did O=C(O)c1cc(NN=C2CCN(Cc3ccccc3)CC2)ccc1Cl do in these assays?
CHO parental Ca: 0; M1 ag parental: 1.2; M1 ag: -6; CHO-K1 Ca antag: -17; CHO-K1 Ca PAM: 11; TAAR1 antagonist: -8; V1aR counter: 1.3; TAAR1 ag: -2; OXTR potentiate: -1

What do the screens show for `O=C(OCc1c(-c2ccccc2)ncc2ccccc12)c1ccco1`?
CHO parental Ca: -18; M1 ag parental: -0.4; M1 ag: -7; CHO-K1 Ca antag: -6; CHO-K1 Ca PAM: 9; TAAR1 antagonist: 10; V1aR counter: -1.5; TAAR1 ag: 0; OXTR potentiate: -6

How did Cc1ccc(C(=O)NCC(=O)OCC(=O)c2c(N)n(C)c(=O)n(C)c2=O)cc1C do in these assays?
CHO parental Ca: -15; M1 ag parental: 1.3; M1 ag: 0; CHO-K1 Ca antag: -3; CHO-K1 Ca PAM: 15; TAAR1 antagonist: -1; V1aR counter: 1.4; TAAR1 ag: -1; OXTR potentiate: -4

What do the screens show for `O=C(N/N=C/c1ccccc1[N+](=O)[O-])c1ccc2c(c1)OCCO2`?
CHO parental Ca: -11; M1 ag parental: 1.8; M1 ag: -2; CHO-K1 Ca antag: -1; CHO-K1 Ca PAM: 3; TAAR1 antagonist: 16; V1aR counter: -1.7; TAAR1 ag: -1; OXTR potentiate: 1

Results for COc1ccccc1C(=O)COC(=O)Cn1[nH]c(=O)c2ccccc2c1=O ?
CHO parental Ca: -5; M1 ag parental: 1.3; M1 ag: -3; CHO-K1 Ca antag: -5; CHO-K1 Ca PAM: 13; TAAR1 antagonist: 5; V1aR counter: 0.2; TAAR1 ag: 0; OXTR potentiate: 7

Results for CCOC(=O)c1c(C)c(C(=O)NCc2ccc(OC)cc2)c(C)n1C ?
CHO parental Ca: -15; M1 ag parental: 0.2; M1 ag: -7; CHO-K1 Ca antag: -4; CHO-K1 Ca PAM: 6; TAAR1 antagonist: -14; V1aR counter: 1.1; TAAR1 ag: 5; OXTR potentiate: 0

What do the screens show for `O=C(COc1ccc(S(=O)(=O)N2CCCCC2)cc1)NCc1ccncc1`?
CHO parental Ca: -9; M1 ag parental: 0.0; M1 ag: -4; CHO-K1 Ca antag: 1; CHO-K1 Ca PAM: 10; TAAR1 antagonist: 3; V1aR counter: 0.5; TAAR1 ag: 4; OXTR potentiate: -10

Results for CCOC(=O)C1=C(c2ccccc2)NC(=O)NC1c1ccc(OC)cc1OC (centres undefined) ?
CHO parental Ca: -23; M1 ag parental: 0.6; M1 ag: -1; CHO-K1 Ca antag: -8; CHO-K1 Ca PAM: -10; TAAR1 antagonist: -2; V1aR counter: 0.7; TAAR1 ag: 4; OXTR potentiate: -5

How did O=C(CSCc1c(F)cccc1Cl)NCCSCc1ccco1 do in these assays?
CHO parental Ca: -20; M1 ag parental: 0.1; M1 ag: -2; CHO-K1 Ca antag: -15; CHO-K1 Ca PAM: -9; TAAR1 antagonist: -12; V1aR counter: 0.3; TAAR1 ag: 5; OXTR potentiate: 0

The last 3 records of the section before open the next one.
What do the screens show for `O=C(COc1ccc(S(=O)(=O)N2CCCCC2)cc1)NCc1ccncc1`?
CHO parental Ca: -9; M1 ag parental: 0.0; M1 ag: -4; CHO-K1 Ca antag: 1; CHO-K1 Ca PAM: 10; TAAR1 antagonist: 3; V1aR counter: 0.5; TAAR1 ag: 4; OXTR potentiate: -10

Results for CCOC(=O)C1=C(c2ccccc2)NC(=O)NC1c1ccc(OC)cc1OC (centres undefined) ?
CHO parental Ca: -23; M1 ag parental: 0.6; M1 ag: -1; CHO-K1 Ca antag: -8; CHO-K1 Ca PAM: -10; TAAR1 antagonist: -2; V1aR counter: 0.7; TAAR1 ag: 4; OXTR potentiate: -5

How did O=C(CSCc1c(F)cccc1Cl)NCCSCc1ccco1 do in these assays?
CHO parental Ca: -20; M1 ag parental: 0.1; M1 ag: -2; CHO-K1 Ca antag: -15; CHO-K1 Ca PAM: -9; TAAR1 antagonist: -12; V1aR counter: 0.3; TAAR1 ag: 5; OXTR potentiate: 0

How did CC(C)c1cccc(-c2csc(C(O)c3cccc(Cl)c3)n2)c1 (centres undefined) do in these assays?
M1 ag parental: 1.0; M1 ag: -2; CHO-K1 Ca antag: -4; CHO-K1 Ca PAM: 3; TAAR1 antagonist: 29; TAAR1 ag: 1

Results for O=C(NCc1cccnc1)c1cnc2n(c1=O)CCS2 ?
CHO parental Ca: -1; M1 ag parental: 0.9; M1 ag: -2; CHO-K1 Ca antag: -33; CHO-K1 Ca PAM: -6; TAAR1 antagonist: 16; V1aR counter: 0.5; TAAR1 ag: 2; OXTR potentiate: -1

What do the screens show for `CCOc1ccc(/C=C2\SC(N3CCCCC3)=NC2=O)cc1`?
CHO parental Ca: -12; M1 ag parental: 0.8; M1 ag: -9; CHO-K1 Ca antag: -14; CHO-K1 Ca PAM: 8; TAAR1 antagonist: -17; V1aR counter: -2.1; TAAR1 ag: 0; OXTR potentiate: -6

How did CCOc1ccccc1OCCCC(=O)NNC(=O)c1cc(C)oc1C do in these assays?
CHO parental Ca: -8; M1 ag parental: 0.0; M1 ag: -3; CHO-K1 Ca antag: -9; CHO-K1 Ca PAM: 9; TAAR1 antagonist: 8; V1aR counter: 0.0; TAAR1 ag: 13; OXTR potentiate: 3

What do the screens show for `O=c1[nH]c(CSc2ncc(-c3ccc(F)cc3)n2Cc2ccco2)nc2ccccc12`?
CHO parental Ca: -14; M1 ag parental: 3.0; M1 ag: 0; CHO-K1 Ca antag: 18; CHO-K1 Ca PAM: 0; TAAR1 antagonist: 68*; V1aR counter: 1.1; TAAR1 ag: 27; OXTR potentiate: -4

What do the screens show for `CC(C)n1c(C(F)(F)F)nc2cc(C(=O)N3CCC(O)CC3)ccc21`?
CHO parental Ca: -19; M1 ag parental: 0.2; M1 ag: -3; CHO-K1 Ca antag: -6; CHO-K1 Ca PAM: 8; TAAR1 antagonist: 1; V1aR counter: -0.6; TAAR1 ag: 1; OXTR potentiate: -9

Results for COc1oc(-c2ccccc2C)nc1C(F)(F)F ?
CHO parental Ca: -10; M1 ag parental: 0.1; M1 ag: 1; CHO-K1 Ca antag: -10; CHO-K1 Ca PAM: 2; TAAR1 antagonist: -17; V1aR counter: -0.7; TAAR1 ag: 0; OXTR potentiate: -5

What do the screens show for `Clc1ccc(CSc2nnc(/C=C/c3ccccc3)o2)cc1`?
CHO parental Ca: -16; M1 ag parental: 0.1; M1 ag: -1; CHO-K1 Ca antag: -16; CHO-K1 Ca PAM: 12; TAAR1 antagonist: 0; V1aR counter: 0.6; TAAR1 ag: 0; OXTR potentiate: -7

How did COc1ccccc1COC(=O)N/C=C/c1ccco1 do in these assays?
CHO parental Ca: -13; M1 ag parental: 0.1; M1 ag: -1; CHO-K1 Ca antag: 16; CHO-K1 Ca PAM: -14; TAAR1 antagonist: -19; V1aR counter: 2.1; TAAR1 ag: 2; OXTR potentiate: -13

Results for CCOc1cc(/C=C2\C(=O)N(CCC#N)N=C2C)ccc1OCC(N)=O ?
CHO parental Ca: -10; M1 ag parental: 1.2; M1 ag: -3; CHO-K1 Ca antag: -9; CHO-K1 Ca PAM: 19; TAAR1 antagonist: 19; V1aR counter: 0.4; TAAR1 ag: 9; OXTR potentiate: -3

What do the screens show for `CC(C)(C)NC(=O)NC(=O)COC(=O)Cc1c(F)cccc1Cl`?
CHO parental Ca: -6; M1 ag parental: 0.6; M1 ag: -4; CHO-K1 Ca antag: 1; CHO-K1 Ca PAM: -5; TAAR1 antagonist: -13; V1aR counter: -0.6; TAAR1 ag: 1; OXTR potentiate: 1

How did CCNC(=O)NC(=O)C(C)OC(=O)CCCc1nc2ccccc2s1 (centres undefined) do in these assays?
CHO parental Ca: -7; M1 ag parental: 5.1; M1 ag: -4; CHO-K1 Ca antag: -4; CHO-K1 Ca PAM: 0; TAAR1 antagonist: -19; V1aR counter: -0.6; TAAR1 ag: 6; OXTR potentiate: 0

What do the screens show for `CCc1cc(C(=O)N2CCOCC2)c(NC2=NS(=O)(=O)c3ccccc32)s1`?
CHO parental Ca: -7; M1 ag parental: 1.5; M1 ag: -4; CHO-K1 Ca antag: -12; CHO-K1 Ca PAM: 28; TAAR1 antagonist: -6; V1aR counter: 0.5; TAAR1 ag: 7; OXTR potentiate: 4

Results for COC(=O)/C(C(C)=O)=C(/C=C/C=C/N(C)C)N(C)C ?
CHO parental Ca: 4; M1 ag parental: 1.5; M1 ag: -8; CHO-K1 Ca antag: -16; CHO-K1 Ca PAM: 11; TAAR1 antagonist: 3; V1aR counter: 0.6; TAAR1 ag: 7; OXTR potentiate: -9

Results for COCCn1c(C)cc(C(=O)CSc2cc(C)c3ccc(OC)cc3n2)c1C ?
CHO parental Ca: 21; M1 ag parental: 2.4; M1 ag: -5; CHO-K1 Ca antag: 2; CHO-K1 Ca PAM: 14; TAAR1 antagonist: 14; V1aR counter: -0.3; TAAR1 ag: -1; OXTR potentiate: -1

How did N#Cc1ccccc1COC(=O)c1ccc(Br)o1 do in these assays?
CHO parental Ca: 7; M1 ag parental: 0.3; M1 ag: -8; CHO-K1 Ca antag: -13; CHO-K1 Ca PAM: 26; TAAR1 antagonist: -21; V1aR counter: 0.4; TAAR1 ag: 5; OXTR potentiate: -3

Compound activity deposited in PubChem by The Scripps Research Institute Molecular Screening Center.
